# Assay outcomes deposited in PubChem BioAssay by National Center for Advancing Translational Sciences (NCATS).
# FBPA coupling cs: counter-screen for Giardia aldolase inhibitors: coupling enzyme system | coupling enzyme system counterscreen, AmpLite Red fluorescence | activity change, negative = inhibition, % at 58.2 µM, hits read low | 290,000 tested, 0.67% active | AID 2472; in the data active = activity change below about -30%; note: % is set by controls: 0 for no effect and ±100 for the full control effect
#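 Counterscreen of the coupled detection system alone, without aldolase: glyceraldehyde-3-phosphate coupling enzymes plus AmpLite Red readout. Compounds at 57.5 uM final, 10 min RT preincubation, 20 min RT reaction, fluorescence 525/598 nm.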
# S-ASM inh: blocks human secretory acid sphingomyelinase; Potency, µM (top dose mostly 57.5 µM), for the others: top-dose activity change, negative = inhibition, most hits filed as inhibitors; AID 504937; P17405; 340,000 tested, 0.006% active; placental ASM, HMU-PC fluorogenic substrate, 60 min; note: potency is the fitted concentration of half-maximal effect
#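 Human placenta-derived ASM preincubated with compound 10 min at room temperature, then reacted with 9 uM (final) fluorogenic HMU-PC substrate for 60 min at 37 C. Stop solution raises pH to 10; fluorescence read at Ex 386/Em 447 nm.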
# Integrin act MD: activators of alpha7 integrin expression for muscular dystrophy. alpha7betagal myoblasts, beta-gal FDG fluorescence, 48 h. Potency, µM (doses to about 38.3 µM), for inactives: at the top dose activation, hits mostly activators. 350,000 tested, 0.064% active. AID 624291;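 note: potency is the fitted concentration of half-maximal effect; 100% = response of the positive control SU9516; nearly all actives have a fitted effect of over 60% in size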
#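 Alpha7betagal+/- myoblasts (passage 13) were plated 16-24 hr, then exposed to compounds (1:260 dilution of DMSO stock) for 48 hours at 37C. After MPER lysis, β-galactosidase reporter activity was read as FDG fluorescence (ex 480/em 540) after 30 minutes.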
# PKM2 activator: PKM2 (human) enzyme activation; 260,000 tested, 0.34% active; P14618; Potency, µM (titrated, usually from 57.5 µM), inactives show at the highest dose activation, usual class: activators; purified PKM2, Kinase-Glo ATP luminescence, activation; response scale: 0% is enzyme alone, no compound; note: potency is the fitted concentration of half-maximal effect; % is set by controls: 0 for no effect and ±100 for the full control effect; nearly all actives have a fitted effect of over 55% in size
#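 Kinase-Glo luminescence reports ATP generated from ADP (0.1 mM) and PEP (0.5 mM) by purified hPK-M2 after 1 h at room temperature, pH 7.2 imidazole buffer; intermediate enzyme activity allows detecting inhibitors and activators.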
# Chronic BCR inh: chronic active BCR signaling inhibition. ABC-DLBCL IkBa-CBG/CBR reporter, luminescence ratio, 4 h. 340,000 tested, 0.05% active. Potency, µM (series often up to 46.1 µM), for inactives: at the highest dose ratio change, negative = lower green/red ratio, most hits filed as inhibitors. AID 493014; active = well fitted inhibition curve with a large enough effect in the signal ratio, with a control signal flat, not every such curve was filed as active; inconclusive = small, poorly fitted or top-dose-only effect, or effect the other way, or a change in a side signal; the % refers to the signal ratio;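 note: potency is the fitted concentration of half-maximal effect; plate controls were basal doxycycline-induced cells for no effect and cells given 10 µM MG132 for full effect; MG132 reads +100%, hits lower the ratio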
#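 Compounds up to 46 uM were incubated four hours with TMD8 cells whose green CBG68 luciferase is fused to IkappaBalpha; red CBR luminescence normalised the signal, and concentration-effect curves were fitted to fusion, red and ratio data.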
# Giardia killer: kills Giardia lamblia; activity change, % at 7.66 µM, hits read low; 340,000 tested, 0.15% active; Giardia lamblia trophozoite viability; in the data active = activity change below about -80%; inconclusive = between about -30% and that limit;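 note: parasites exposed to compound for two days anaerobically before the ATP read; % is set by controls: 0 for no effect and ±100 for the full control effect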
#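 ATP-content bioluminescence gauges trophozoite survival. Cells (100/well) receive compound and incubate anaerobically for 48 hrs at 37 deg C; detection reagent follows for 15-30 min at room temperature.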
# Menin MLL FP TR: inhibitors of human menin-MLL interaction, mutant MLL peptide; Menin + Texas Red MLL mutant peptide, fluorescence polarization; 270,000 tested, 0.23% active; Potency, µM (highest dose often 61.6 µM), inactives show at the top dose FP activity change, negative = inhibition, hits mostly inhibitors; O00255; active = well fitted inhibition curve with a large enough effect in the polarisation, with a control signal flat, not every such curve was filed as active; inconclusive = small, poorly fitted or top-dose-only effect, or effect the other way, or a change in a side signal; inactive = no such curve, though single readings can be large or run the other way; the % refers to the polarisation; note: potency is the fitted concentration of half-maximal effect; % of control where 0% means no effect; many of its hits are not listed in these tables
# Target sequence (O00255 whole entry, looked up): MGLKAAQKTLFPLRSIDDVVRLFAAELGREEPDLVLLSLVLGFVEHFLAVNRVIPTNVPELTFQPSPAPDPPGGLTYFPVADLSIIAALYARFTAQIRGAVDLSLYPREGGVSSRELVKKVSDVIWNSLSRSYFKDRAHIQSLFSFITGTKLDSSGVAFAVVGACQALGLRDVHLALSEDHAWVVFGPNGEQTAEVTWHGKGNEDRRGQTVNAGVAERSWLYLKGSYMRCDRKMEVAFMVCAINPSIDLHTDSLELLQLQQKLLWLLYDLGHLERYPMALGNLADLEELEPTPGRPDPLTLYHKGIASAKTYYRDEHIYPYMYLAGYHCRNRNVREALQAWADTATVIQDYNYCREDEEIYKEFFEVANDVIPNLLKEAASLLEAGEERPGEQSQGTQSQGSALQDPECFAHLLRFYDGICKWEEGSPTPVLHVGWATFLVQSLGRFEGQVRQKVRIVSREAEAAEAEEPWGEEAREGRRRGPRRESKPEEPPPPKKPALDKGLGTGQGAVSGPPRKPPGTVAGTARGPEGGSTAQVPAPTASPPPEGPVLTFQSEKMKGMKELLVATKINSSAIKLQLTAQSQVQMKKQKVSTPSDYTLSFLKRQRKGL
# PTAP TSG101 blk: blocks PTAP/TSG101 interaction to inhibit HIV-1 budding; Fluorescence polarization, FITC-PTAP peptide / Tsg101 binding; Potency, µM (highest dose often 115 µM), for the others: at the highest dose activity change, negative = inhibition, most hits filed as inhibitors; 340,000 tested, under 10 active; AID 493005; active = well fitted inhibition curve with a large enough effect in the main read-out, with a control signal flat, not every such curve was filed as active; inconclusive = small, poorly fitted or top-dose-only effect, or effect the other way, or a change in a side signal; inactive = no such curve, though single readings can be large or run the other way; note: potency is the fitted concentration of half-maximal effect; % of control where 0% means no effect
# Target sequence (Q99816 whole entry, looked up): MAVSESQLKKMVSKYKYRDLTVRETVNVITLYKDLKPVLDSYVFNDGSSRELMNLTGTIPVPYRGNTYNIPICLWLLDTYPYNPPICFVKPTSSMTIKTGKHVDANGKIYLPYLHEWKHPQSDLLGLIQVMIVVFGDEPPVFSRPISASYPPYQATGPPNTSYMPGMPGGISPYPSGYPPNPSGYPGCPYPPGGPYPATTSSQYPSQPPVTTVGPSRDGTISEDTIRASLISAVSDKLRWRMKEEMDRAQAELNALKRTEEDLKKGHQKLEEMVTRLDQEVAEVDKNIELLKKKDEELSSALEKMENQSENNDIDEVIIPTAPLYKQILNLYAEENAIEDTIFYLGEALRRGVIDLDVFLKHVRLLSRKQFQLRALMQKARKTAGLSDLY
#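 FP read-out: FITC-PTAP peptide, 50 nM final, binding Tsg101 binding domain, 10 uM final; 20 min, r.t.; 10 mM HEPES pH 7.5, 0.15 M NaCl, 0.01% Tween 20, 3 mM EDTA, 0.1 mM TCEP.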
# B2AR arrestin: beta2AR (human) beta-arrestin recruitment activity; P07550; beta-arrestin recruitment to beta2AR, cell-based reporter; Potency, µM (doses to about 46.1 µM), without a hit: at the top dose activation, usual class: activators; 330,000 tested, 0.02% active;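 note: potency is the fitted concentration of half-maximal effect; 0% = DMSO controls and full agonism = EC100 isoproterenol or metaproterenol; nearly all actives have a fitted effect of over 65% in size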
# GALK inhibitor: blocks human galactokinase activity. P51570. Purified GALK, Kinase-Glo residual ATP luminescence. Potency, µM (highest dose often 57.5 µM), for the others: at the highest dose activity change, negative = inhibition, hits mostly inhibitors. 270,000 tested, 0.007% active. AID 1868; note: potency is the fitted concentration of half-maximal effect; % is set by controls: 0 for no effect and ±100 for the full control effect
#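 Kinase-Glo Plus luminescence measured ATP left after a 1 h room-temperature reaction. The reaction used 5 nM GALK, 100 uM galactose and 35 uM ATP at pH 8.0 (20 mM HEPES, 5 mM MgCl2, 60 mM NaCl, 1 mM DTT, 0.01% BSA).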
# Tb PFK inh: inhibitors of T. brucei phosphofructokinase | O15648 | T. brucei PFK, ADP-Glo luminescence | Potency, µM (titrated, usually from 57.5 µM), inactives show at the highest dose activity, negative = inhibition, hits mostly inhibitors | 330,000 tested, 0.17% active;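 note: potency is the fitted concentration of half-maximal effect; 0% = uninhibited 1x PFK enzyme wells and -100% = no-enzyme wells; nearly all actives have a fitted effect of over 60% in size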
#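 1.25 nM PFK with 0.5 mM F6P and 0.1 mM ATP in 0.1 M TEA pH 8.0, 5 mM MgCl2, incubated 45 min at room temperature; ADP measured by ADP-Glo luminescence; compounds titrated up to 57 uM.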
# * = called active by the depositor; ? = inconclusive; . = no result given; [ ] = dose if it differs, or a comment. Unless noted, calls come from the whole dose curve; as a rule, active = well fitted curve in the direction sought with a large enough effect; inconclusive = small, poorly fitted or top-dose-only effect, or another doubt; inactive = no such curve, though single readings can be large; an effect the other way counts as inactive or inconclusive.
SMILES,FBPA coupling cs,S-ASM inh,Integrin act MD,PKM2 activator,Chronic BCR inh,Giardia killer,Menin MLL FP TR,PTAP TSG101 blk,B2AR arrestin,GALK inhibitor,Tb PFK inh
C#CCOCCOCCOCCNc1nc(N2CCN(C(=O)[C@H](CCCCN)n3cc([C@@H](N)[C@H](C)CC)nn3)CC2)nc(N2CCN(C(=O)[C@H](CCC(=O)O)n3cc([C@@H](N)CCSC)nn3)CC2)n1,.,6%,1%,.,7%,-25,.,-4%,-0.1%,.,2%
Cc1ccc(S(=O)(=O)N2CCOCC2)c(C)c1NS(C)(=O)=O,2,0%,9%,-7%,1%,5,16%,0%,-0.4%,3%,0%
O=C(NCc1n[nH]c(=S)n1-c1cccc(C(F)(F)F)c1)c1ccco1,1,1%,-12%,-11%,-4%,-4,-5%,-5%,-0.7%,1%,-1%
CN(c1ccccc1C(=O)N1CCN(c2ccccc2)CC1)S(C)(=O)=O,0,-2%,7%,-2%,8%,21,-2%,-2%,-0.1%,-3%,-1%
O=C(N/N=C/C=C\c1ccco1)c1cccs1,-20,-2%,-19%,19%,-24%,15,?,-2%,?,1%,-2%
O=C(OCc1ccccc1F)c1cc2ccccc2cc1O,-1,-5%,0%,0%,?,-9,12%,-1%,-0.7%,0%,-1%
Cc1ccc(N(CC(=O)NCC2CCCO2)C(=O)CCC(=O)Nc2ccccn2)cc1 (stereo unspecified),0,3%,-19%,-1%,0%,11,-5%,-3%,0.3%,-1%,8%
CN(CC(=O)N1CCN(c2ccccn2)CC1)S(=O)(=O)c1cccc2nsnc12,0,0%,12%,-6%,-1%,0,11%,1%,-0.9%,.,0%
CC(C)N(C(=O)CSc1nnc(Cn2nnc3ccccc32)n1C)C(C)C,-3,1%,-12%,-1%,1%,13,.,-6%,0.0%,-3%,3%
CCOC(=O)CSc1nc2sc3c(c2c(=O)[nH]1)CC(C)(C)OC3,0,1%,3%,-5%,?,-1,-4%,-2%,-0.4%,0%,2%
COc1ccccc1N1CCN(C(=O)c2cc(C)on2)CC1,0,0%,?,.,1%,-2,.,-3%,-0.3%,1%,2%
COc1ccc(C(=O)N(c2ccccn2)C2CCCCC2)c(OC)c1,-3,-3%,5%,-3%,1%,-4,-18%,-3%,-0.3%,-2%,3%
CCCCC(=O)Nc1ccccc1C#N,0,4%,-14%,-2%,0%,-15,9%,1%,-0.4%,.,-1%
Cc1cc(C)c(S(=O)(=O)NCCCn2ccnc2)c(C)c1,5,5%,12%,-8%,5%,-3,2%,-7%,-0.5%,0%,0%
CCOc1ccc(NC(=S)N(CCOC)C(C)c2ccco2)cc1 (stereo unspecified),0,-4%,-8%,-3%,3%,-26,.,-4%,-0.1%,0%,4%
COc1ccc(Br)cc1CN(C)CC(=O)Nc1cc(Cl)cc(Cl)c1,2,-2%,-18%,-2%,3%,-5,-17%,-4%,2.4%,0%,-5%
N#Cc1ccc(-c2ccccc2)nc1SCC(=O)c1cc2ccccc2oc1=O,1,5%,-39%,1%,1%,-15,?,-4%,0.0%,-5%,-6%
CCC(CC)c1nnc(NC(=O)c2cc([N+](=O)[O-])ccc2N2CCCCC2)s1,2,-8%,14%,-2%,?,2,2%,0%,-0.3%,1%,-2%
CCCCOc1ccc(C(=O)Nc2ccc(N3CCN(C(C)=O)CC3)cc2)cc1,0,2%,-4%,-6%,?,12,-9%,-9%,-0.2%,-2%,3%
CCCS(=O)(=O)N1CCn2c(nc3ccccc32)C1,2,1%,-14%,-4%,21%,-8,-4%,0%,-0.1%,3%,-2%
O=c1[nH]c2cc3c(cc2cc1CN(Cc1ccco1)C(=S)NCCCN1CCOCC1)OCCO3,0,31%,11%,3%,-25%,12,-3%,0%,3.3%,3%,-6%
NC(=O)C1CCN(C(=O)COc2ccc3c(c2)oc(=O)c2ccccc23)CC1,-2,9%,-12%,-6%,?,-13,-16%,-2%,-0.9%,.,6%
Cc1cc(C)cc(OCC(=O)NNC(=O)C2CCCO2)c1 (stereo unspecified),3,-2%,3%,-1%,3%,-9,-14%,1%,0.1%,10%,1%
CN(C)c1ccc(NC(=O)c2ccc3nc[nH]c3c2)cc1,-4,2%,7%,.,?,2,?,-8%,0.2%,.,8%
CCN(CC)c1ccc(Nc2nc(N3CCOCC3)c3ccccc3n2)cc1,1,-5%,-50%[inhibitor],-1%,?,4,-23%,-5%,-0.8%,0%,-4%
COc1ccc(CCNC(=O)C2CC(c3ccc(C(F)(F)F)cc3)=NO2)cc1 (stereo unspecified),1,-1%,-21%,-3%,-16%,6,.,-5%,-0.4%,0%,1%
O=C(Nc1nc2ccccc2[nH]1)c1ccc(F)cc1,-4,0%,9%,-33%,?,?,-21%,-9%,0.0%,0%,-10%
COc1ccc(NC(=O)CN2CCN(S(=O)(=O)c3ccc(F)cc3)CC2)cc1Cl,2,-3%,-26%,0%,8%,-13,14%,-2%,-0.4%,4%,4%
CCCc1sc(N2CCCC(C(N)=O)C2)nc1-c1ccccc1 (stereo unspecified),0,1%,-21%,-2%,0%,-1,-11%,-8%,-1.5%,.,-4%
Cc1cccc(C(=O)N[C@H](C(=O)NCCc2ccc(Cl)cc2)C(C)C)c1,-1,-1%,33%,4%,-1%,-18,-2%,-5%,0.5%,14%,-4%
CCCCn1c(N)c(N(CC(C)C)C(=O)C2CCC2)c(=O)[nH]c1=O,.,3%,2%,.,2%,-8,.,-3%,0.3%,.,-2%
COc1ccccc1CNC(=O)COC(=O)/C=C/c1ccc(OC(F)F)c(OC)c1,.,0%,1%,.,2%,-12,.,-2%,-0.1%,.,13%
COc1cccc(/C(O)=C2/C(=O)C(=O)N(Cc3ccco3)C2c2ccncc2)c1 (stereo unspecified),0,2%,14%,15%,1%,-8,4%,-3%,0.4%,-2%,-30%
Cc1cccc(NC(=O)c2cc(-c3ccccn3)nc3ccccc23)c1C,1,-2%,1%,-2%,-3%,-21,13%,0%,-0.5%,2%,-1%
COc1ccc(S(=O)(=O)N(C(=O)c2ccco2)c2cc3sc(=O)oc3c3ccccc23)cc1,-10,5%,-34%,25%,?,2,?,-11%,-0.6%,0%,?
COc1cc(C2C(N3C(=O)c4ccccc4C3=O)C(=O)N2c2cccc(C)c2)cc(OC)c1OC (stereo unspecified),-4,.,.,-5%,?,.,-11%,.,-0.1%,1%,4%
COc1ccccc1-n1cnnc1SCC(=O)NCc1cccs1,-2,4%,2%,5%,-2%,-1,-1%,-3%,-0.6%,0%,0%
O=C(NCCN1CCCCC1)c1ccco1,5,2%,0%,9%,5%,0,-1%,-1%,-0.2%,1%,-2%
CSc1ccccc1NC(=O)C1CC(c2ccccc2O)=NO1 (stereo unspecified),5,-4%,-22%,-3%,?,11,16%,-6%,-0.5%,0%,-5%
Cc1cc(C(=O)OCC(=O)Nc2cc(S(=O)(=O)N(C)C)ccc2C)c2ccccc2n1,1,-4%,1%,-7%,-6%,22,11%,0%,-0.1%,7%,9%
COc1ccc(-c2nn(-c3ccccc3)cc2C(=O)N(C)CC(=O)Nc2ccc(N3CCOCC3)cc2)cc1,.,-2%,5%,.,7%,24,.,1%,-0.1%,.,2%
CCCCOC(=O)c1ccc(NC(=S)NC(=O)c2c(Br)c(C)nn2C)cc1,-2,-9%,22%,-16%,?,-15,-9%,-1%,0.3%,2%,-11%
C=CCNC(=O)COc1ccc(S(=O)(=O)NC2CCCCC2)cc1,-3,-1%,11%,7%,5%,10,16%,-7%,0.3%,0%,5%
Cn1c(CO)cnc1S(=O)(=O)Cc1ccc([N+](=O)[O-])cc1,2,-3%,-3%,-11%,6%,-3,10%,-1%,0.1%,-3%,0%
CCOc1ccc(C(=O)Nc2ccc(NC(=O)c3ccccc3)c(C)c2)cc1[N+](=O)[O-],0,0%,-7%,-4%,6%,-4,28%,1%,-0.2%,0%,-6%

# These rows are one share of the data, so the mix of outcomes need not match the whole.
